NADH coupling = inhibitors of PK/LDH coupling enzymes, profiling panel, artefact control, biochemical, MLSMR library; IC50, µM (highest dose often 10 µM), for inactives: at the highest dose inhibition; AID 774, 2007; hit rate 0.02% among 65,000; coupled PK/LDH NADH assays, four targets;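 active = single-dose screening hits from any of four coupled enzyme assays that gave an IC50 when retested across doses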;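 also: the DPM-DC format reads NADH fluorescence rather than 340 nm absorbance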
HEK293 NFkB inh = inhibitors of PMA/ionomycin-induced NF-kB reporter, primary screen, antigen receptor NF-kB inhibitor project, cell-based, HEK-293 luciferase reporter, luminescence; inhibition, % at 3 µM; HEK-293 NF-kB luciferase reporter; AID 465, 2006; hit rate 0.21% among 62,000;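 active = inhibition above the mean of all tested compounds plus 3 SD, cut at about 40% in these data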;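 also: 0% = stimulated DMSO wells and 100% = 10 µM reference inhibitor 5653914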
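Material: HEK-293 cells with stable firefly luciferase reporter driven by four HIV NF-kB elements / Also added: PMA plus ionomycin mix as NF-kB-activating stimulus / Compound dosing: 3 µM once, 0.30% DMSO / Times: 1 h pretreatment, 16 h stimulation, 37 °C / Signal: luminescence / Evaluation: per-plate % inhibition versus controls / Benchmarks: DMSO and 10 µM reference inhibitor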
MMP-13 inhibitor = human MMP13 inhibitors, primary screen, biochemical, FRET peptide cleavage; Collagenase 3 (Homo sapiens), P45452; MMP-13 fTHP FRET cleavage, Mca fluorescence; inhibition, % at 4 µM; hit rate 0.07% among 65,000; AID 570, 2006;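 active = inhibition above the mean of compound-free control plate wells plus 3 SD, cut at about 14% in these data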;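 also: 0% = DMSO wells and 100% = wells with reference MMP-13 inhibitor after basal subtraction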
Ecoli tolC = growth inhibitors of E. coli tolC mutant, primary screen, strain BW25113 ΔtolC::kan, 384-well; growth inhibition, % at 10 µM (by protocol); OD615; hit rate 2.2% among 65,000; AID 573, 2007;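 active = growth inhibition at or above a cutoff equal to the mean over every tested compound plus 3 SD, cut at about 60% in these data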;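 also: growth measured after 20 h incubation at 37 °C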
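System: E. coli ΔtolC::kan strain BW25113; Buffer or medium: LB broth supplemented with 50 µg/mL kanamycin; Compound: 10 µM final, single dose; Incubation: bacterial growth with compound for 20 h at 37 °C; Signal: A615 absorbance measurement; Evaluation: growth inhibition in percent.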
Autofluor 339 = intrinsic fluorescence of library compounds, ex339/em460 – biochemical, MLSMR library, data from DPM-DC assay, artefact control, profiling panel | AID 709, 2007 | hit rate 5.5% among 65,000 | compound autofluorescence, ex339/em460 nm, NADH buffer; active compounds read high; 1 = no-compound wells, NADH background | fluorescence fold increase at 10 µM;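 active = at 10 µM, mean starting fluorescence two-fold or more over control wells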;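 also: signal is the first read of a kinetic run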
JNK3 inh = JNK3 kinase activity inhibitors, primary screen, biochemical, human, purified enzyme. HTS. inhibition, % at 8 µM. hit rate 0.61% among 60,000; in the data active = inhibition above about 17%;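 also: 0% = DMSO and 100% = reference inhibitor; many of its hits are not listed in these tables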
Target sequence (P53779 whole entry, looked up): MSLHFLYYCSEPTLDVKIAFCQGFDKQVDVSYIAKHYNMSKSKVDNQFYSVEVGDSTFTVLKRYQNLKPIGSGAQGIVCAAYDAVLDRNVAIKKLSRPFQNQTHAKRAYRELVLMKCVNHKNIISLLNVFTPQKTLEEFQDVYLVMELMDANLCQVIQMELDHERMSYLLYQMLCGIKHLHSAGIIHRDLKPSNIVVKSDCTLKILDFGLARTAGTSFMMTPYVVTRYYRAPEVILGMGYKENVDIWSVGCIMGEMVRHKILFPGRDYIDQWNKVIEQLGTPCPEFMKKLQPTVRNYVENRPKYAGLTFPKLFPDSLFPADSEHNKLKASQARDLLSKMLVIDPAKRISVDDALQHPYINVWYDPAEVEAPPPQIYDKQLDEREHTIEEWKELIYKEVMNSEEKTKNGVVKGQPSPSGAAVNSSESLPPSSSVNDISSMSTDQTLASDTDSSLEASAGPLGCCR
PKA kinase inh = inhibitors of human PKA kinase activity, primary screen, biochemical, ATP-depletion luminescence, Kemptide substrate; cAMP-dependent protein kinase catalytic subunit alpha (Homo sapiens), P17612; PKA Kemptide phosphorylation, Kinase-Glo ATP luminescence; inhibition, % at 6 µM; hit rate 0.1% among 65,000; AID 524, 2006;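 active = inhibition above the screen-wide mean inhibition plus 3 SD, cut at about 21% in these data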; also: many of its hits are not listed in these tables
A340 absorber = compound light absorbance at 340 nm, profiling panel, artefact control, biochemical, MLSMR library, data from PS, PMK, MK assays; compound absorbance at 340 nm, fold over control; fold change at 10 µM; AID 708, 2007; 65,000 tested, under 10 active;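 active = at 10 µM dose, initial 340 nm absorbance at least 2 fold that of control wells; inactive = change under 2 fold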;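 also: initial absorbance extrapolated from kinetic A340 decline of NADH oxidation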
ROCK2 blocker = inhibitors of human ROCK2 kinase, primary screen, biochemical, high-throughput, luminescence; Rho-associated protein kinase 2 (Homo sapiens), O75116; purified ROCK2, Kinase-Glo ATP depletion luminescence; inhibition, % at 6 µM; hit rate 0.35% among 60,000;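 active = inhibition above the screen-wide mean inhibition plus 3 SD, cut at about 18% in these data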;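 also: plate controls were DMSO wells for no effect and Y-27632 control wells after no-enzyme background subtraction for full effect; many of its hits are not listed in these tables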
* = called active by the depositor; i = inactive; . = no result given; [ ] = dose if it differs, or a comment.

SMILES | NADH coupling | HEK293 NFkB inh | MMP-13 inhibitor | Ecoli tolC | Autofluor 339 | JNK3 inh | PKA kinase inh | A340 absorber | ROCK2 blocker
COc1ccccc1NC(=O)c1oc2ccccc2c1NC(=O)c1ccco1 | 9%[fluoresces] | 14 | 1 | -7 | 5* | -1 | 6 | 1 | 6
CCN(CC)CCNC(=O)C1c2cc(OC)c(OC)cc2C(=O)N2CCc3ccccc3C12 (stereo unspecified) | 1% | 9 | 0 | -47 | 1.1 | -9 | 3 | 1 | -3
O=C(CN1CCN(c2ccccc2)CC1)Nc1cccc(C(F)(F)F)c1 | 4% | 11 | 5 | 10 | 1.1 | -1 | 5 | 1 | 1
O=C(CCn1c(=O)[nH]c2ccccc2c1=O)N1CCN(c2ccc(Cl)cc2)CC1 | 5% | 12 | -1 | -2 | 1 | -5 | 8 | 0.98 | 3
Cc1onc(-c2ccccc2Cl)c1C(=O)Nc1ccc2c(c1)OCO2 | 1% | 9 | -4 | 8 | 1.1 | -5 | -3 | 1.1 | 4
COc1cc(C2C(C#N)=C(N)OC3=C2C(=O)CCC3)ccc1OC(=O)N1CCOCC1 (stereo unspecified) | 4% | 6 | 0 | -17 | 1 | 5 | 3 | 0.98 | 4
C/C(=C\C(=O)c1ccc(C)o1)Nc1ccc2c(c1)OCO2 | 5% | -2 | -2 | 3 | 1.1 | -6 | 8 | 1.1 | 9
CCCn1cc(S(=O)(=O)CC(=O)Nc2ccc(OCC)cc2)c2ccccc21 | 4% | 22 | 2 | 25 | 1.1 | . | -5 | 1.1 | .
CCOC(=O)CSc1nnc(CNC(=O)c2ccc(S(=O)(=O)N3CCCC3)cc2)n1C | 3% | 14 | 2 | -4 | 1 | -4 | -2 | 0.99 | 0
COc1ccc(NC(=O)CSc2nnc(CNC(=O)c3ccco3)o2)c(OC)c1 | 5% | 2 | 0 | -18 | 1.1 | . | 8 | 1 | .
CCOC(=O)C(NC(=O)CC)(Nc1ccc(S(=O)(=O)Nc2cc(C)on2)cc1)C(F)(F)F (stereo unspecified) | 6% | 16 | 4 | -4 | 1.1 | 5 | 9 | 0.96 | 10
CCn1c(=O)cc(N2CCC3(CC2)OCCO3)[nH]c1=O | 0% | 1 | 1 | -17 | 1.1 | 7 | 7 | 1 | 2
CCCCn1nnc(NC(=O)CC23CC4CC(CC(C4)C2)C3)n1 | 0% | 23 | 4 | -4 | 1.1 | -3 | 11 | 1.1 | 2
CCOC(=O)N1CCN(C(=O)c2cccc(-n3c(=S)[nH]c4cc(Cl)ccc4c3=O)c2)CC1 | 7% | 11 | -1 | 9 | 1 | . | -2 | 1.1 | .
CCc1ccccc1N(CC(=O)N1CCN(c2ccccc2F)CC1)S(C)(=O)=O | 2% | -8 | 6 | 3 | 1.1 | 3 | 11 | 1 | 10
CC(=NCCN1CCNCC1)C1=C(O)CC(C)(C)CC1=O | 1% | 5 | -14 | -13 | 1.1 | 3 | 3 | 1 | 6
CCCc1ccc2c(N)c(C#N)sc2n1 | 7%[fluoresces] | 5 | -9 | 15 | 2.1* | -4 | 1 | 1.1 | 6
COc1ccc(CN2CC(C(=O)NCCN3CCOCC3)CC2=O)cc1 (stereo unspecified) | 4% | 4 | -7 | -17 | 0.93 | -4 | 8 | 1 | 0
CC1=C(C(=O)OCc2ccc3c(c2)OCO3)C(c2ccccc2)NC(=O)N1 (stereo unspecified) | 4% | 37 | -7 | 37 | 1.1 | -7 | 3 | 1 | 8
CCC(CC)COC(=O)C(C#N)c1nc2ccccc2nc1N1CCOCC1 (stereo unspecified) | 7% | 12 | 7 | 58 | 1 | -5 | 4 | 1 | 2
COc1ccc(C(=O)N2CCC(C(=O)Nc3ccccc3OC)CC2)cc1 | 7% | 28 | 0 | -13 | 1.1 | 0 | 1 | 0.99 | -1
Cc1ccc(S(=O)(=O)N2CCN(S(=O)(=O)N(C)C)CC2)cc1 | 2% | 15 | 5 | -16 | 1.1 | 4 | 2 | 0.99 | 2
Cc1cc(=O)oc2cc(OC(C)C)ccc12 | 5%[fluoresces] | 19 | -112[fluorescence artefact?] | -9 | 2.1* | -8 | -7 | 1.1 | 0
CCOC(=O)CSC1=C(C#N)C(c2ccc(F)cc2)C(C(C)=O)=C(C)N1 (stereo unspecified) | 5% | 10 | -3 | 58 | 1.2 | -1 | 5 | 1 | 3
Cc1nc2sc(C(c3ccccc3)N3CCN(C)CC3)c(O)n2n1 (stereo unspecified) | 3% | 7 | 5 | 0 | 1.1 | 6 | 3 | 1.1 | 1
CC(C)CC(OC(=O)c1cccs1)C(=O)NCC1CCCO1 (stereo unspecified) | 5% | 9 | -1 | -3 | 1 | 7 | 7 | 1 | -1
C=CCOc1c(CNc2nccs2)cccc1OCC | 12% | 19 | 3 | 21 | 1.1 | 1 | 5 | 0.99 | 5
COc1ccc(CCNC(=O)C2CCN(S(=O)(=O)c3cccc4nsnc34)CC2)cc1OC | 7% | 2 | 7 | -7 | 1.1 | 8 | 13 | 1 | 6
COc1ccc(C(c2nnnn2Cc2ccccc2)N2CCN(C(=O)c3ccco3)CC2)cc1 (stereo unspecified) | 5% | 12 | -56 | -6 | 1.1 | 1 | -5 | 1 | -4
CCCC(=O)Nc1ccc(NC(=O)c2cccs2)cn1 | 2% | 5 | 10 | -4 | 1.1 | . | 7 | 1 | .
Cc1cccc(N(C)C(=O)COc2cc(=O)n(C)c3ccccc23)c1 | 4% | 10 | -2 | 4 | 1.1 | 4 | -2 | 1.1 | 5
Cc1cc(N2CCCC2=O)cc(C)c1CN1C(=O)c2ccccc2C1=O | 6% | 13 | 3 | 11 | 1.1 | 0 | 4 | 1 | 4
Cc1ccccc1-c1nnn(CC(=O)c2ccc(S(=O)(=O)N3CCCC3)cc2)n1 | 7% | 14 | -6 | 7 | 1.1 | -7 | 11 | 1 | 10
CCN(CC)CCCNS(=O)(=O)c1ccc(OC)cc1 | 2% | 12 | 6 | -14 | 0.99 | 1 | -4 | 1 | 0
COc1cccc(CNC(=O)C2CCN(S(=O)(=O)c3cnc[nH]3)CC2)c1 | 5% | 16 | -1 | -14 | 1.1 | 3 | -2 | 0.97 | -1
CCCc1nc(NCc2ccco2)c(C#N)c2c1COC(C)(C)C2 | 5% | 22 | -6 | -14 | 1.9 | 9 | 13 | 1 | 2
Cn1c(=O)n(C)c2cc(S(=O)(=O)O)ccc21 | 5% | 15 | 0 | -5 | 1.1 | -6 | -10 | 1 | -4
CCOC(=O)CNC(=O)Nc1ccccc1C(=O)OC | 2% | . | 2 | 5 | 1 | 7 | 5 | 0.98 | -5
COc1cccc(CNC(=O)C2CCN(Cc3cnn(-c4ccccc4)c3-n3cccc3)CC2)c1 | 6% | 14 | 5 | 1 | 1.1 | . | 6 | 1 | .
O=C(CC(c1ccccc1)c1ccccc1O)NCCN1CCOCC1 (stereo unspecified) | 2% | 18 | -2 | -1 | 1.1 | . | -5 | 1 | .
CC(C)n1c(=N)c(C(=O)NCCc2ccccc2)cc2c(=O)n3ccccc3nc21 | 2%[fluoresces] | 10 | i[fluorescence artefact?] | 4 | 5.1* | 4 | 7 | 1 | 3
CCOC(=O)C1CCCN(Cc2ccc(OC)cc2OC)C1 (stereo unspecified) | 16% | 11 | 6 | -16 | 1.1 | 4 | 5 | 1.1 | 2
O=S(=O)(c1ccc(C2=CSC3=NCCN23)cc1)N1CCOCC1 | 5% | 9 | 8 | -7 | 1.1 | -6 | -5 | 1 | -2
Cn1c(SCC(=O)c2ccc(-c3ccccc3)cc2)nnc1-c1ccco1 | 3% | 15 | 6 | 26 | 1 | -4 | -6 | 1 | -12
CC12CC(NC(=O)N1c1ccc(C(=O)N3CCN(c4ccccn4)CC3)cc1)c1ccccc1O2 (stereo unspecified) | 5% | 13 | 1 | 6 | 1.1 | 2 | 1 | 1 | 2
CCCc1[nH]nc2c1C(c1ccc(OC(=O)N3CCOCC3)c(OC)c1)C(C#N)=C(N)O2 (stereo unspecified) | 8% | -7 | -2 | -7 | 1.1 | 4 | 4 | 0.98 | 4
CN(C)c1nc(OCCOC(=O)Nc2ccc(Cl)cc2Cl)nc(N(C)C)n1 | 3% | . | 5 | -1 | 1 | 1 | 5 | 1 | 1
C/C=C/Cn1c(Br)nc2c1c(=O)n(C)c(=O)n2C | 3% | 10 | 3 | -2 | 1.1 | 0 | 9 | 1 | 5
COc1ccc(OC)c(S(=O)(=O)N(C)CC(=O)O)c1 | 5% | 9 | 2 | -15 | 1.1 | -3 | 7 | 1.1 | 7
CN1CCN(C2=NC3(CCCC3)C(C#N)C(=O)N2)CC1 (stereo unspecified) | 5% | 11 | 1 | -18 | 1.1 | -4 | 1 | 1 | 1
CSc1ncc(C(=O)O)n1-c1ccc(F)cc1 | 6% | 3 | 1 | -15 | 1 | 0 | 2 | 0.99 | -1
O=C(Nc1ccccc1N1CCN(c2ccc(F)cc2)CC1)C1CCCCC1 | 8% | 20 | 0 | 17 | 1.1 | 2 | 7 | 1 | 2
O=C(CN1C(=O)NC2(CCCc3ccccc32)C1=O)N1CCN(C(=O)c2ccco2)CC1 (stereo unspecified) | 3% | 18 | -2 | -20 | 1.1 | -4 | -2 | 1 | 1
CCCCCCSC1=C(C#N)C(c2ccccc2)CC(=O)N1 (stereo unspecified) | 2% | . | 5 | 2 | 1.1 | -16 | -1 | 1 | -13
NC(=O)C1CCN(C(=O)CN2CCCc3ccccc32)CC1 | 3% | -2 | 0 | -3 | 1.1 | -18 | -3 | 1 | -6
O=C(NCc1cccs1)c1nc2ncccn2n1 | 8% | 10 | -1 | -5 | 1.1 | -9 | 5 | 1 | -2
C=C(C)CSC1=C(C#N)C(c2ccccc2Cl)CC(=O)N1 (stereo unspecified) | 8% | 12 | 4 | 32 | 1 | -3 | 2 | 1 | -1

Looked up by structure from the list above (three):
SMILES | NADH coupling | HEK293 NFkB inh | MMP-13 inhibitor | Ecoli tolC | Autofluor 339 | JNK3 inh | PKA kinase inh | A340 absorber | ROCK2 blocker
Cc1onc(-c2ccccc2Cl)c1C(=O)Nc1ccc2c(c1)OCO2 | 1% | 9 | -4 | 8 | 1.1 | -5 | -3 | 1.1 | 4
CC1=C(C(=O)OCc2ccc3c(c2)OCO3)C(c2ccccc2)NC(=O)N1 (stereo unspecified) | 4% | 37 | -7 | 37 | 1.1 | -7 | 3 | 1 | 8
CCN(CC)CCCNS(=O)(=O)c1ccc(OC)cc1 | 2% | 12 | 6 | -14 | 0.99 | 1 | -4 | 1 | 0

The list is partial; rates above refer to the full screens.
